# Screening results deposited in PubChem by several laboratories.
# hDAT+cocaine: changed human dopamine transporter uptake under cocaine IC80 | Q01959 | LLC-PK1 hDAT cells, [14C]-dopamine uptake with cocaine IC80; actives deviate in either direction | B-score at 10 µM | 110,000 tested, 1.3% active;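 active = Z score or B-score, a plate-position-corrected score, falls beyond the plate's 99.7% confidence bounds, in either direction; inactive = both scores lie inside the 99.7% bounds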;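 note: scored against the spread of the other compound wells on the same plate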
# sEH inhibitor: soluble epoxide hydrolase (human) inhibition; AID 707; 91,000 tested, 0.34% active; P34913; recombinant human sEH enzymatic activity assay; inhibition, % at 2 µM; in the data active = inhibition above about 80%; note: values of inactives mirror those of a sister screen read the other way; many of its hits are not listed in these tables
# CYP2C19 act: increases human CYP2C19 enzyme activity | P33261 | recombinant CYP2C19, luciferin-H EGE luminescence; active compounds read high; 0 = fully inhibited enzyme, 1 = untreated enzyme | activation factor at 5 µM | 96,000 tested, under 10 active | AID 1025;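 active = activation factor of at least 2 at 5 µM in the primary screen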;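 note: 0 = wells with 2.5 mM tranylcypromine and 1 = vehicle-only wells; values of inactives mirror those of a sister screen read the other way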
# Target sequence (P33261 whole entry, looked up): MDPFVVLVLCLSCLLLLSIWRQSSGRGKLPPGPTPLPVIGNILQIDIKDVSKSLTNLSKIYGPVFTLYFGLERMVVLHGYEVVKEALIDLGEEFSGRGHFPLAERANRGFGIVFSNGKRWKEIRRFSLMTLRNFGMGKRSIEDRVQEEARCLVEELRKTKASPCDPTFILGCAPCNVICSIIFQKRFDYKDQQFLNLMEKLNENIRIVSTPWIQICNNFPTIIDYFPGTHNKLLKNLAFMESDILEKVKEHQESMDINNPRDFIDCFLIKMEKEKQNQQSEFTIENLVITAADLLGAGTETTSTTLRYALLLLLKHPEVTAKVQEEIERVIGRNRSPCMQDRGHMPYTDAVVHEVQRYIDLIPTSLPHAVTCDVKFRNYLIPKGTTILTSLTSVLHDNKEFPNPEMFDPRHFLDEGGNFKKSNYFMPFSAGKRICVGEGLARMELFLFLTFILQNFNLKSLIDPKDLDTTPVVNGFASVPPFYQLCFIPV
# PostGolgi ctrl: growth of the yeast control strain, post-Golgi counter-screen | inhibition, % at 10 µM | efflux-deficient yeast background strain, growth absorbance A615, 16 h | 98,000 tested, 5% active
# sEH act: increases human soluble epoxide hydrolase activity; P34913; purified human sEH enzymatic activity, activator screen; activation, % at 2 µM; 91,000 tested, 0.04% active; AID 717; in the data active = activation above about 37%; note: values of inactives mirror those of a sister screen read the other way
# S1P2 agonist: agonists of human S1P2 receptor | AID 729 | activation, % at 4.5 µM | 97,000 tested, 0.46% active | S1P2-expressing cell line, agonist reporter read-out | O95136; in the data active = activation above about 16%;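 note: 0% = vehicle low control and 100% = maximal reference agonist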
# Target sequence (O95136 whole entry, looked up): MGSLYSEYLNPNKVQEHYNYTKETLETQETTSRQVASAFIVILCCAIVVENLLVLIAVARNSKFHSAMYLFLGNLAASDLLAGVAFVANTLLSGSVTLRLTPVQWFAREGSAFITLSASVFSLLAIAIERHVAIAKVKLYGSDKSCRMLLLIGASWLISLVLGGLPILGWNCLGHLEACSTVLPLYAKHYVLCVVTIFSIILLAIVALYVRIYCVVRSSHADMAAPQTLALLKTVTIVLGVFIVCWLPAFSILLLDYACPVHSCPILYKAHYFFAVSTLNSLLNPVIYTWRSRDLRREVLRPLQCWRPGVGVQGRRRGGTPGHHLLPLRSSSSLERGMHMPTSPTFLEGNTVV
# S1P2 blocker: antagonists of human S1P2 receptor; O95136; cell-based S1P2 antagonist assay, inhibition at 5 uM; inhibition, % at 5 µM; 97,000 tested, 0.21% active; in the data active = inhibition above about 45%;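 note: CRE beta-lactamase reporter cells expressing human S1P2 stimulated with S1P; 0% = agonist at EC80 alone and 100% = agonist plus reference antagonist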
# PostGolgi yeast: growth inhibition of a yeast mutant, post-Golgi transport screen; inhibition, % at 10 µM; post-Golgi transport phenotypic cell assay; 98,000 tested, 0.9% active;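 note: yeast cells grown in 1536-well plates; yeast grown about 18 h at 30C before absorbance read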
# CYP2C19 inhib: blocks human cytochrome P450 2C19 | P33261 | CYP2C19 Supersomes, luciferin-H EGE luminescence, 30 min | inhibition, % at 5 µM | 96,000 tested, 21% active | AID 778;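 active = CYP2C19 inhibition above a set limit at 5 µM in the primary screen, cut at about 50% in these data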;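 note: plate controls were negative control wells for no effect and 2.5 mM tranylcypromine positive control for full effect; values of inactives mirror those of a sister screen read the other way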
# An asterisk follows results filed as active; · = no result given. Cut-off read from the data, not from the text of the source, unless noted: active = inhibition above about 30%; inactive = the rest.
cpd	Molecule	hDAT+cocaine	sEH inhibitor	CYP2C19 act	PostGolgi ctrl	sEH act	S1P2 agonist	S1P2 blocker	PostGolgi yeast	CYP2C19 inhib
1	COC(=O)c1c(NC(=O)Cn2nc(C(F)F)cc2C(F)F)sc(C)c1C	-0.118	-16.7	0.7	15.7	23.7	-9.2	3.6	-5.3	33.6
2	CC(NC(=O)Cn1nc(C(=O)O)c2ccccc2c1=O)c1ccccc1 (centres undefined)	0.535	10.0	·	-0.3	-6.6	-3.3	-4.8	-10.5	·
3	CC(=O)c1c(C)[nH]c(C(=O)CSc2nnc(CN3CCCCCC3=O)n2-c2ccccn2)c1C	-1.12	6.3	0.8	4.9	-4.3	-3.9	10.2	0.0	17.3
4	Cc1cc2cc(CN(Cc3cccs3)C(c3nnnn3C(C)(C)C)C(C)C)c3nnnn3c2cc1C (centres undefined)	0.552	7.2	·	·	-6.7	-0.9	-4.1	·	·
5	CC1CN(Cc2ccc(C#N)cc2Cl)CC(C)O1 (centres undefined)	0.118	·	1	15.4	·	-3.2	9.4	-3.3	-2.9
6	O=C(O)c1ccc(NCc2ccc3c(c2)OCO3)cc1	-1.39	-0.5	1	-6.2	0.0	-2.0	8.1	10.8	-1.6
7	CC(C)(C)NC(=O)C1Cc2ccccc2CN1C(=O)Nc1cccc(Cl)c1 (centres undefined)	-0.483	-10.0	0.6	-0.6	7.8	-2.0	18.8	0.9	40.7
8	COC(=O)Nc1ccccc1C(=O)N1CCCCC1	-2.74*	6.7	0.6	2.1	-3.6	1.4	-3.4	6.7	40.9
9	COc1ccccc1CCNC(=O)c1cnccn1	-0.0564	-0.6	0.8	8.8	-2.1	-1.1	-2.1	6.4	22.6
10	CCOc1nc(-c2ccc(Cl)cc2Cl)ccc1C#N	-1.61	-8.7	0.6	4.2	6.5	-0.2	-2.9	-0.3	40.1
11	c1ccc(-n2nnnc2Oc2cccc3cccnc23)cc1	-0.119	-5.0	0.1	28.6	5.3	-9.4	16.4	-3.2	89.9*
12	COC(=O)c1c(NS(=O)(=O)c2ccc(C)cc2)sc2c1CCC(C)C2 (centres undefined)	-0.257	-0.5	·	·	6.3	-5.2	2.2	·	·
13	COc1ccc(NC(=O)CSc2nc(C)cs2)cc1OC	-0.787	-19.9	0.5	-8.4	19.8	-7.0	-4.3	10.2	47.0
14	Cc1ccccc1NC(=O)CN1CCC(n2nnc3ccccc32)CC1	0.697	10.1	0.8	-4.5	-6.8	-7.9	6.3	-6.4	24.1
15	CCOc1cccc(=O)c2c(C)n(CC3CCCO3)c(C)c12 (centres undefined)	-0.101	6.6	0.1	9.2	-8.6	-4.4	-20.3	5.1	92.1*
16	CC(Oc1ccc(Cl)cc1Cl)C(=O)/C=C/N(C)C (centres undefined)	0.164	15.1	0.4	27.4	-10.0	-8.0	0.5	-7.0	60.1*
17	C=C(C)Cn1c(CCNC(=O)C(C)(C)C)nc2ccccc21	-0.534	·	0.7	4.2	·	·	·	3.9	27.3
18	COc1ccc(-c2nc(N)n(C(=O)Cc3ccccc3)n2)cc1	-0.9	5.4	0.9	12.4	-9.4	-1.7	-17.7	0.9	9.6
19	COc1cc(-c2nnc(SCC(=O)N(Cc3ccccc3)C(C)(C)C)o2)cc(OC)c1OC	1.64	-2.1	0.1	6.2	2.1	2.7	-5.2	-4.9	85.4*
20	CCCCNC(=O)Cn1cnc2c(cnn2-c2ccc(C)c(C)c2)c1=O	-0.886	8.1	0.9	3.9	-5.0	-2.5	-0.8	-4.9	6.8
21	CCOc1ccc(N(CC(=O)NC(C)(C)C)C(=O)c2ccco2)cc1	0.0686	-10.0	0.8	15.4	7.3	-3.0	0.8	16.4	21.6
22	CCOC(=O)c1cnn(-c2cc(C)c3ccccc3n2)c1N	-0.286	13.1	1	5.1	-10.5	-6.7	-2.3	-1.8	4.7
23	Cc1cc(=O)[nH]c(Nc2c(C)n(C)n(-c3ccccc3)c2=O)n1	0.992	-10.1	1.2	-7.8	10.7	-7.0	17.0	-3.1	-15.3
24	Oc1ccc(-c2csc(NCc3ccco3)n2)cc1	0.408	·	0.7	-5.3	·	-8.7	7.8	-0.8	28.9
25	CCCCOc1ccc(OCCCC)c2c1NC1(N2)C(=O)N(C(C)=O)c2ccccc21	0.884	7.8	0.5	8.6	-7.7	-2.5	10.0	-17.9	53.4*
26	Cc1sc2ncnc(SC(C)C#N)c2c1C (centres undefined)	-0.353	4.0	·	8.5	-5.7	-2.5	-15.8	-1.3	·
27	CC(C)c1nc2cc3ccccc3cc2[nH]1	0.27	-4.2	0.9	5.0	4.5	0.7	12.4	9.3	11.5
28	Cc1noc(C)c1COc1cccc(C(=O)OCC(=O)N2CC(=O)Nc3ccccc32)c1	-0.058	-6.3	0.4	3.0	8.0	-3.1	-19.0	-1.9	58.9*
29	COc1ccc(OC)c(NC(=O)C23CCC(C)(C(=O)O2)C3(C)C)c1 (centres undefined)	0.165	5.5	0.4	6.7	-5.3	-3.5	-15.6	2.9	60.7*
30	CCCOc1ccc(C(=O)NC(=S)Nc2nc3ccc(C)cc3s2)cc1	-1.37	5.7	1	-0.6	-4.6	-8.8	3.0	-7.3	-4.6
31	CCCCOc1ccc(C(=O)CCNC(C(=O)O)C(C)CC)cc1 (centres undefined)	·	14.7	·	·	-16.8	-3.2	5.7	·	·
32	COc1ccc(-n2nc(C(=O)NCC(=O)NCC3CCCO3)c3ccccc3c2=O)cc1Cl (centres undefined)	0.55	4.2	0.8	12.3	-7.0	-6.8	-8.6	3.7	15.4
33	COCC(=O)NCCNc1nc2ccc(C)cc2cc1C	0.278	-6.3	0.8	1.1	4.9	-1.8	23.1	7.1	24.4
34	O=C(O)C1CCCN1C(=O)Oc1ccccc1 (centres undefined)	-0.239	-7.5	1.1	6.6	7.1	-3.2	12.4	1.9	-6.8
35	CCOCCCNC(=O)c1ccc2c(c1)N(Cc1ccccc1)C(=O)CS2=O (centres undefined)	-0.0522	5.0	0.7	-5.3	-5.0	-2.6	22.3	0.0	34.5
36	Cc1ccccc1-c1nc(CS(=O)(=O)CC(=O)NCc2ccccc2)c(C)o1	-0.2	-5.0	0.6	12.4	5.0	-3.5	18.5	-0.9	39.4
37	NC1=NC(=O)CC(C(=O)NCc2ccccc2)S1 (centres undefined)	-0.036	7.4	0.9	-2.1	-7.4	-2.0	-6.2	-3.9	7.2
38	Cc1onc(-c2c(F)cccc2Cl)c1C(=O)Nc1sc2c(c1C#N)CCC(C(C)(C)C)C2 (centres undefined)	-1.28	5.7	·	·	-0.6	-2.4	-4.1	·	·
39	CCOC(=O)c1sc2ncn(C(C)C(=O)OCC)c(=O)c2c1C (centres undefined)	-0.283	-13.5	0.2	2.9	15.0	0.6	8.9	-0.1	81.2*
40	c1ccc(CNc2ncnc3c2cnn3-c2ccccc2)cc1	-1.13	-8.0	0.9	0.0	6.5	-5.3	-11.0	2.6	13.3
41	CCCn1c(SC(C)C(=O)O)nc2ccccc21 (centres undefined)	-0.00955	-8.3	0.9	28.2	7.5	-6.2	5.3	-9.6	11.4
42	O=S(=O)(NCc1ccncc1)c1ccc(Br)s1	-0.636	·	0	5.3	·	·	·	0.8	98.0*
43	CCOC(=O)c1oc2ccc(CNC3CCCCC3)c(Cl)c2c1C	0.581	3.2	·	·	-3.3	-2.5	-1.6	·	·
44	CC(Oc1ccc(NC(=O)c2ccco2)cc1)C(=O)N1c2ccccc2CC1C (centres undefined)	0.0399	1.7	0.7	25.0	-1.1	-8.8	4.3	17.4	32.9
45	CCOC(=O)c1c(CNCCN(CC)CC)n(C)c2cc(Br)c(OC)cc12	1.26	-13.5	0.9	4.3	16.6	-1.9	5.7	-1.9	7.1
46	c1ccc(-c2n[nH]c(-c3ccccn3)n2)nc1	0.0418	7.9	0.3	-1.8	-9.7	-1.0	13.9	12.5	67.2*
47	Cc1ccc(NC(=O)c2cc(-c3ccc(C)o3)nc3ccccc23)cc1	0.0272	0.1	1	9.6	-0.2	-1.8	-0.9	2.1	4.1
48	CCOC(=O)c1cnc(-n2nc(C)cc2C)nc1Nc1cccc(C(C)=O)c1	-0.792	-16.9	·	·	18.8	-2.5	-16.5	·	·
49	O=S(=O)(c1ccc2nc(-c3ccco3)c(-c3ccco3)nc2c1)N1CCOCC1	0.295	-5.7	1	4.2	6.5	0.8	15.1	-0.2	2.7
50	O=c1nc(-c2ccccc2)cc(-c2ccccc2)[nH]1	0.201	·	0.7	-3.6	·	·	·	5.5	32.5

# Fetched by compound from above, five records:
cpd	Molecule	hDAT+cocaine	sEH inhibitor	CYP2C19 act	PostGolgi ctrl	sEH act	S1P2 agonist	S1P2 blocker	PostGolgi yeast	CYP2C19 inhib
37	NC1=NC(=O)CC(C(=O)NCc2ccccc2)S1 (centres undefined)	-0.036	7.4	0.9	-2.1	-7.4	-2.0	-6.2	-3.9	7.2
42	O=S(=O)(NCc1ccncc1)c1ccc(Br)s1	-0.636	·	0	5.3	·	·	·	0.8	98.0*
45	CCOC(=O)c1c(CNCCN(CC)CC)n(C)c2cc(Br)c(OC)cc12	1.26	-13.5	0.9	4.3	16.6	-1.9	5.7	-1.9	7.1
38	Cc1onc(-c2c(F)cccc2Cl)c1C(=O)Nc1sc2c(c1C#N)CCC(C(C)(C)C)C2 (centres undefined)	-1.28	5.7	·	·	-0.6	-2.4	-4.1	·	·
32	COc1ccc(-n2nc(C(=O)NCC(=O)NCC3CCCO3)c3ccccc3c2=O)cc1Cl (centres undefined)	0.55	4.2	0.8	12.3	-7.0	-6.8	-8.6	3.7	15.4

# Next part:
cpd	Molecule	hDAT+cocaine	sEH inhibitor	CYP2C19 act	PostGolgi ctrl	sEH act	S1P2 agonist	S1P2 blocker	PostGolgi yeast	CYP2C19 inhib
51	C=CCc1c(C)nc(C)nc1N/N=C/c1ccc(F)cc1	0.115	5.9	0.8	-5.1	-5.2	-5.5	-6.8	-2.4	15.5
52	CCN1CCN(Cc2c(O)c(Cl)cc3c(C)cc(=O)oc23)CC1	-0.958	1.3	1.1	1.8	-0.8	3.4	-18.4	-18.3	-6.7
53	COC(=O)c1ccc2c(=O)n(Cc3ccco3)c(SCC(=O)Nc3ccccc3Cl)nc2c1	-1.5	-7.3	0.7	2.3	7.7	-5.3	-8.0	-4.7	34.9
54	CC1CCN(C(c2ccc(N(C)C)cc2)c2nnnn2Cc2ccccc2)CC1 (centres undefined)	0.62	-0.2	0.7	12.3	-1.2	-5.3	5.9	3.1	34.2
55	COc1ccc(CC(=O)OCC(=O)Nc2ccc(Cl)cn2)cc1	2.07	-3.1	0.7	1.9	-2.6	-4.1	-16.2	-2.4	30.9
56	Cc1cc(NC(=O)CS(=O)(=O)c2cn(Cc3ccccc3Cl)c3ccccc23)no1	0.658	1.5	0.6	0.9	-1.0	-7.7	1.4	6.9	40.2
57	COC(=O)c1c(C)nn(-c2ccccc2)c1-n1cccc1	-1.37	2.9	0.8	-0.3	-4.2	-0.2	-25.5	-5.2	16.3
58	CCCCc1cc(=O)oc2cc(C)cc(OCC(=O)O)c12	0.738	·	1.2	4.6	·	·	·	1.5	-23.5
59	CCCNS(=O)(=O)c1ccc(CCC(=O)Nc2ccc3c(c2)OCO3)cc1	0.818	·	0.1	9.0	·	-9.4	19.3	2.4	94.8*
60	CN=C1SC(CC(=O)Nc2cccc(Cl)c2Cl)C(=O)N1C (centres undefined)	-0.451	-10.8	0.8	-2.8	11.5	-3.4	-6.8	21.2	15.3
61	CCC1CCc2[nH]nc(C(=O)O)c2C1 (centres undefined)	1.71	-8.4	0.9	4.0	9.4	-1.2	-16.3	-8.3	8.5
62	COc1cccc(N2CCN(CC(=O)c3c(C)[nH]c4ccccc34)CC2)c1	1.46	-0.5	0.7	13.4	0.0	-2.8	-1.9	-2.9	26.0
63	Cc1ccc(S(=O)(=O)Cc2ccc(C(=O)N3CCN(Cc4ccccc4)CC3)o2)cc1	·	·	0.6	-10.9	·	·	·	6.0	41.3
64	CCn1cc(C(=O)NCc2ccccc2)c(=O)c2cc(F)c(N3CCN(C(=O)c4ccco4)CC3)cc21	2.03	0.1	0.5	29.9	-1.0	-5.1	4.5	-0.7	52.6*
